TROY signal inh: inhibitors of TROY-dependent NF-kB signaling; actives 0.98% (n = 360,000); AID 1347056; Q293 LMP1-TROYcd NF-kB luciferase reporter, 4 h; inhibition, % at 10 µM;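 active = compounds whose plate-normalised and pattern-corrected inhibition of the luciferase reporter signal at the single screening dose is 50% or more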
SRC3 inh: inhibitors of human steroid receptor coactivator 3 (SRC3) | HEK293 GAL4-SRC3 luciferase reporter, luminescence | inhibition, % at 3.6 µM | actives 0.17% (n = 360,000);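 active = inhibition above a per-campaign cutoff, the mean of all compounds plus 3 SD, cut at about 60% in these data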;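 note: 0% = DMSO-treated cells and 100% = gossypol-treated cells at 36 µM; higher means less SRC3-driven luciferase light from the GAL4 reporter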
Vif inh: inhibitors of HIV Vif. AID 602346. inhibition, % at 7.49 µM. actives 0.35% (n = 340,000). HEK293T cells, Vif self-association by quenched fluorescence, imaging, 24 h; in the data active = inhibition above about 50%, passing the limit was not always enough; note: some results filed as inactive read as strong as hits
EBV LMP1 NFkB: inhibitors of Epstein-Barr LMP1-induced NF-kappaB reporter; LMP1-induced NF-kappaB luciferase reporter cells, luminescence; inhibition, % at 12.5 µM; actives 0.69% (n = 350,000); in the data active = inhibition above about 41%;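 note: 0% = neutral control wells and 100% = reference inhibitor control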
NCOA2 inhibitor: human SRC2 (NCOA2) inhibition; Q15596; HEK293 GAL4-SRC2 luciferase reporter, luminescence; inhibition, % at 9 µM; actives 0.17% (n = 370,000);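 active = inhibition above the mean inhibition of all tested compounds plus 3 SD, set per campaign, cut at about 52% in these data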;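 note: 0% = DMSO treated cells and 100% = cells given Gossypol at 36 µM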
NCOA1 inh: inhibits human SRC1 coactivator; actives 0.12% (n = 360,000); Q15788; inhibition, % at 3.6 µM; HEK293 GAL4-SRC1 luciferase reporter, luminescence;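 active = inhibition above the campaign mean plus 3 SD, with each screening campaign given its own cutoff, cut at about 60% in these data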;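 note: 0% = DMSO treated cells and 100% = gossypol at 36 µM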
NOD2-RIPK2 inh: blocks binding of human NOD2 to RIPK2; O43353; CHO BLA complementation NOD2-RIPK2, CCF4 ratio; inhibition, % at 4.98 µM; actives 0.38% (n = 360,000); AID 624267; in the data active = inhibition above about 21%;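 note: 0% = vehicle only and 100% = reference blocker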
LRH-1 inv ag: inverse agonists of human LRH-1 (NR5A2) | inhibition, % at 3.6 µM | actives 0.13% (n = 360,000) | O00482 | HEK293T StAR-luciferase reporter, LRH-1 transfected, 24 h | AID 602396;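 active = inhibition above the mean inhibition of all tested compounds plus 3 SD, cut at about 73% in these data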;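 note: 0% = DMSO wells and 100% = reporter-only cells lacking LRH-1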
TRAIL sens C8: sensitizes caspase-8 expressing cells to TRAIL; NB7+C8 cells + TRAIL, ATPlite viability luminescence; inhibition (viability loss, TRAIL sensitization), % at 10 µM; actives 1% (n = 360,000); AID 624354;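 active = compounds causing at least 50% loss of cell viability in the single-dose screen, relative to plate controls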
NR2F2 inh: inhibitors of human COUP-TFII (NR2F2); HEK293T NGFI-A luciferase reporter, luminescence; actives 0.7% (n = 370,000); P24468; inhibition, % at 8.6 µM;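 active = inhibition above a per-plate cutoff, mean inhibition of test wells between control levels plus 3 SD, cut at about 38% in these data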;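 note: cells cotransfected with COUP-TFII expression vector driving the NGFI-A reporter; 0% = median of COUP-TF2 test wells and 100% = reporter-only cells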
TLR9-MyD88 block: blocks human TLR9 binding to MyD88; inhibition, % at 4.98 µM; CHO BLA complementation TLR9-MyD88, CCF4 FRET ratio; actives 0.21% (n = 340,000); Q9NR96+Q99836;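 active = inhibition above the mean over all tested compounds plus 3 SD, cut at about 21% in these data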;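 note: 0% = DMSO only wells and 100% = clavulanate BLA inhibitor control wells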
Target sequence (Q99836 whole entry, looked up): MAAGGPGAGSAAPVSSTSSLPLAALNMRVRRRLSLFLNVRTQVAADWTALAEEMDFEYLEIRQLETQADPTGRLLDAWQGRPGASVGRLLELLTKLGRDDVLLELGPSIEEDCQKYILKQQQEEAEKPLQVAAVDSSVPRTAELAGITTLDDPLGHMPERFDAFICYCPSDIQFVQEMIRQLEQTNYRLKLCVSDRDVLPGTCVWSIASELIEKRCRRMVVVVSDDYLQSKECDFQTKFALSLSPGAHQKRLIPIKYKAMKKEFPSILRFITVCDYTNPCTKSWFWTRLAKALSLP
Target sequence (Q9NR96 whole entry, looked up): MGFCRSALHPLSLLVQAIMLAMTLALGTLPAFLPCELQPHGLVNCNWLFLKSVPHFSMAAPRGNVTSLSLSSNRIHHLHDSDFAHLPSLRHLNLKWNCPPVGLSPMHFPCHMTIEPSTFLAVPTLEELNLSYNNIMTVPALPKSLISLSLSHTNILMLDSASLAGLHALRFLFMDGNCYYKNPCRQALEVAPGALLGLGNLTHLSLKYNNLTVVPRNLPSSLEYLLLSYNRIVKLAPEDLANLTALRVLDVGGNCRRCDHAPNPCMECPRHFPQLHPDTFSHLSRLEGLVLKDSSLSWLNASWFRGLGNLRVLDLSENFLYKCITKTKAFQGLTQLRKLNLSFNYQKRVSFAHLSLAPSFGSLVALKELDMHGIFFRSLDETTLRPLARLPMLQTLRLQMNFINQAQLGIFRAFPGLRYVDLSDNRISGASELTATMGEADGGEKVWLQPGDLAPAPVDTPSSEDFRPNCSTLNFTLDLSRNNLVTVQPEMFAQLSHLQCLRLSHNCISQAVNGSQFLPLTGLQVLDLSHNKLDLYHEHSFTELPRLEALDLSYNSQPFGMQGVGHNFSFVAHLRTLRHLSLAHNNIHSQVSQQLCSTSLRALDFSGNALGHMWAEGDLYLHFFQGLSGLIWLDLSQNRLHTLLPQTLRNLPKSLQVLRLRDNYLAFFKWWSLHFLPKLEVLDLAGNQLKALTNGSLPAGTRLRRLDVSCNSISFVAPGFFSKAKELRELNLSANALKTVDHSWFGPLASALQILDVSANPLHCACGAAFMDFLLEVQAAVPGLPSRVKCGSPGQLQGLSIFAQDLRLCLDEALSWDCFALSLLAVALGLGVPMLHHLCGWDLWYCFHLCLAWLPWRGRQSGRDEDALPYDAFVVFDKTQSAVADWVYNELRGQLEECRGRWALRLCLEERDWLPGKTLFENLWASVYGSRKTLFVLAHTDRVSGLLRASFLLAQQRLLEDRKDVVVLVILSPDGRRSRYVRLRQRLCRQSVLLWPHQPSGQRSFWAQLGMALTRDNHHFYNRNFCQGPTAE
An asterisk follows results filed as active; i = inactive; . = no result given. This is a subset; count on the stated rates, not on these rows.

| molecule | TROY signal inh | SRC3 inh | Vif inh | EBV LMP1 NFkB | NCOA2 inhibitor | NCOA1 inh | NOD2-RIPK2 inh | LRH-1 inv ag | TRAIL sens C8 | NR2F2 inh | TLR9-MyD88 block |
| --- | --- | --- | --- | --- | --- | --- | --- | --- | --- | --- | --- |
| O=S(=O)(Nc1ccc(Br)cn1)c1ccc2ccccc2c1 | -26 | -6 | 2 | 0 | 9 | 4 | -13 | 8 | 8 | -1 | 4 |
| CC(C)COc1ccc(CN=C(N)N=C(N)N)cc1Cl | 9 | 29 | -3 | 10 | 12 | 13 | -5 | 8 | 13 | 26 | 7 |
| COc1ccc(C(=O)Cn2cc[n+](C)c2)cc1 | 1 | -8 | 1 | 4 | -12 | 9 | -13 | -10 | -15 | 16 | -13 |
| O=C(CCc1nnc(C2(c3ccc(Cl)cc3)CCC2)o1)NC1CC1 | -14 | -15 | -10 | -11 | -12 | -6 | -1 | -14 | 0 | -6 | -1 |
| O=C(Nc1ccccc1C(F)(F)F)N1CCC(n2c(=O)[nH]c3ccccc32)CC1 | . | 8 | -8 | 14 | -7 | -7 | 3 | -6 | -3 | 1 | 4 |
| COc1ccc(/C=N/Nc2ccccc2C(=O)O)cc1 | -3 | -64 | 2 | 22 | -62 | -94 | -7 | -171 | 56* | -34 | 4 |
| O=C(CCc1nc2ccccc2c(=O)[nH]1)Nc1nnc(SCc2ccccc2F)s1 | -26 | -75 | -3 | -18 | -29 | -63 | -9 | -102 | 12 | -65 | -5 |
| COc1ccc(C(=O)Nc2ccccc2)cc1NC(=O)c1cccs1 | -18 | 2 | -3 | 1 | -27 | -63 | -3 | 8 | 5 | -10 | -3 |
| COCCNC(=O)c1onc(CSc2cc(C)cc(C)c2)c1C(=O)O | -9 | -11 | 11 | 4 | -10 | -12 | 2 | -17 | -18 | 22 | 8 |
| O=c1[nH]c(-c2ccccn2)nc2sc(-c3ccccc3)cc12 | 26 | -283 | -26 | 18 | -12 | i | 3 | -45 | 47 | -16 | 12 |
| Cc1csc(N/N=C\c2cccnc2)n1 | -30 | -26 | 11 | -1 | -71 | -48 | -12 | -24 | 22 | -22 | 9 |
| CC1=NN(c2ccccc2)C(=O)/C1=C/c1cccc(C)c1 | -8 | -9 | 33 | 8 | 16 | -14 | -3 | 19 | 1 | -15 | 7 |
| Cc1cc(C)n(CCNC(=O)[C@H]2O[C@@H](n3cnc4c(N)ncnc43)[C@H](O)[C@@H]2O)n1 | -7 | 4 | 5 | . | 6 | -4 | -7 | -6 | 4 | 2 | . |
| CCCCn1c(SCC(N)=O)nc2sc3c(c2c1=O)CCC3 | -1 | 5 | 13 | 0 | 1 | -4 | -18 | 4 | -13 | -14 | 6 |
| Cc1cccc(C(=O)Nc2ccc(C(=O)N/N=C/c3ccc4c(c3)OCO4)cc2)c1 | 6 | 19 | 15 | -3 | -4 | 8 | 7 | -2 | -26 | 4 | -9 |
| COc1cccc(C(=O)Nc2ncc3c(n2)CC(c2ccc(OC)cc2OC)CC3=O)c1 (stereo not drawn) | 21 | 11 | -6 | 13 | 9 | -6 | 5 | 16 | 29 | 21 | 8 |
| CCC1(C)COC2(OC1)C(=O)Nc1ccccc12 (stereo not drawn) | -7 | 10 | 6 | -1 | -6 | -36 | 2 | -16 | -22 | 8 | 3 |
| CCCCSc1nnc2c(n1)OC=Nc1ccccc1-2 | -39 | -19 | -2 | -11 | 7 | -10 | 1 | -11 | -24 | 11 | 5 |
| CCOC(=O)c1sc(NC(=O)c2cc3n(n2)C(C(F)(F)F)CC(c2ccccc2)N3)c(C(=O)OCC)c1C (stereo not drawn) | -6 | -12 | 7 | -4 | -7 | 10 | -12 | -1 | 8 | 4 | 5 |
| NS(=O)(=O)c1ccc(CCNC(=O)CNC(=O)Cc2ccccc2)cc1 | -16 | -7 | -1 | 2 | -23 | -32 | 5 | -29 | 0 | 10 | 11 |
| N#Cc1ccc(N2Cc3ccccc3C2=NC(=O)c2cccs2)cc1 | -53 | -28 | 5 | -5 | -42 | -59 | -7 | -39 | 7 | -7 | -11 |
| COc1ccc(-c2nn(C)c3sc(C(=O)NCCN(C)C)cc23)cc1OC | -23 | 1 | -2 | -13 | -23 | -1 | -1 | -4 | -5 | -6 | 0 |
| O=S(=O)(Nc1nc2ccccc2nc1OCC(F)(F)F)c1cccs1 | -42 | 6 | -4 | 10 | -18 | -3 | -10 | 5 | -1 | -1 | 4 |
| COc1ccccc1/C=N/NC(=O)CNC(=O)c1ccc(S(=O)(=O)N2CCCC2)cc1 | -1 | 20 | -4 | 6 | -16 | 17 | 1 | 0 | 0 | 0 | -5 |
| Cc1csc(NC(=S)NC(=O)c2ccccc2)n1 | -44 | -89 | -11 | -23 | -54 | -79 | -5 | -75 | 72* | -68 | -3 |
| O=C(Nc1ccccc1Cl)NC1(C(=O)N2CCCC2)CCCCC1 | 2 | 14 | . | 3 | -6 | 0 | -10 | 11 | -3 | 3 | -5 |
| CCOC(=O)c1ccc(N/C(=N\S(=O)(=O)c2ccc(F)cc2F)c2ccccc2)cc1 | -2 | 14 | -1 | 5 | -20 | -13 | 1 | -15 | -3 | -20 | -2 |
| COc1ccc(S(=O)(=O)n2[nH]c(=O)c(CCO)c2C)cc1 | -9 | 6 | -9 | -5 | 4 | 7 | -1 | -3 | 9 | 9 | 0 |
| COCCNc1c(-c2cc3ccc(C)c(C)c3[nH]c2=O)nc2ccccn12 | -35 | -105 | -1 | -5 | -42 | -83 | -5 | -150 | 61* | -24 | 5 |
| COc1ccccc1CCn1cnc(Cc2ccccc2)c1C(C)C | -10 | . | . | . | -6 | . | -15 | 12 | 31 | 17 | . |
| O=C(CN1CCC(C(=O)O)CC1)Nc1ccccc1Oc1ccccc1 | 15 | 14 | 1 | . | -14 | 1 | 0 | 11 | -10 | -3 | . |
| Cc1ccc(S(=O)(=O)N(C)c2ccc(C(=O)Nc3cccnc3)cc2)cc1 | 30 | 14 | 3 | 14 | 24 | 19 | -2 | -1 | 36 | -21 | -1 |
| COc1ccc(N2CCN(C(=O)NC3CC(=O)N(c4ccc(OC)cc4)C3)CC2)cc1 (stereo not drawn) | -14 | 12 | -5 | -4 | 12 | -5 | -2 | -9 | 5 | -10 | 3 |
| CCOC(=O)C1=C(C)NC2=C(C(=O)CCC2)C1c1ccc(N(C)C)cc1 (stereo not drawn) | -12 | -30 | 10 | 0 | -43 | 11 | -4 | 11 | 9 | -14 | 1 |
| CC(OC(=O)CCN=C1NS(=O)(=O)c2ccccc21)C(=O)Nc1ccc(F)c(F)c1F (stereo not drawn) | -12 | 20 | -6 | -5 | 0 | 11 | -6 | -1 | 23 | 4 | 7 |
| NS(=O)(=O)c1ccc(CCNC(=O)COC(=O)Cc2ccc(Cl)cc2)cc1 | 6 | -21 | -3 | 4 | 3 | 6 | 4 | -9 | -7 | -5 | -3 |
| CCCNC(=O)c1cc(S(=O)(=O)N2CCc3ccccc32)cn1C | 14 | 14 | . | 2 | 10 | 23 | -9 | 6 | 3 | 44* | 2 |
| O=C(CN1CCN(Cc2ccccc2)CC1)N1CCCc2ccccc21 | -3 | 7 | -1 | -5 | 11 | 9 | -7 | 23 | 12 | 14 | -12 |
| CN(C(=O)c1cccc(NC(=O)Cc2cccc(NC(=O)C3CCN(C(=O)C4CCCCC4)CC3)c2)c1)C1CCC1 | 16 | 7 | 1 | -6 | 6 | -5 | 16 | 22 | -14 | -11 | 9 |
| COC(=O)Nc1nc(C)c(C(=O)c2ccccc2)s1 | -13 | 1 | 13 | -5 | -6 | -6 | 6 | 21 | -3 | -1 | 3 |
| CC(C)CC1Nc2ncnc(N3CCN(c4ccccc4)CC3)c2N(Cc2ccc(Br)cc2)C1=O (stereo not drawn) | -19 | 2 | . | -12 | 15 | 15 | -6 | -11 | 1 | 1 | -13 |
| COCCNC(=O)C(c1ccc(F)cc1)N(Cc1ccco1)C(=O)CCC(=O)Nc1ccccn1 (stereo not drawn) | 4 | 8 | -12 | -2 | 6 | -18 | -1 | -23 | -24 | 4 | 0 |
| Cc1cccc(NC(=O)c2cccc(C(=O)Nc3cccc(C)c3C)n2)c1C | 3 | 13 | -1 | 10 | 8 | 15 | 4 | 12 | 15 | -21 | 1 |
| CC(C)OC(=O)N(C)C[C@@H]1OCc2cnnn2CCCC(=O)N([C@H](C)CO)C[C@@H]1C | -10 | 12 | -4 | -3 | -6 | 5 | 6 | 17 | -15 | -12 | -3 |
| COc1cccc(N2C(=O)C3ON(c4ccccc4)C(c4cccs4)C3C2=O)c1 (stereo not drawn) | -7 | -4 | 16 | 3 | -10 | 9 | 0 | 6 | 3 | 2 | 2 |
| Clc1ccc(OCCCNCc2ccccc2)c(Br)c1 | 11 | 18 | 0 | -1 | -15 | -15 | 2 | 12 | 15 | 12 | 7 |
| CCC(=O)Oc1ccc2c(c1)OC1(OC(C)=O)OC(C)CC1=C2C (stereo not drawn) | -1 | 4 | 8 | -39 | -18 | -17 | 9 | -3 | 39 | -12 | -9 |
| CCCOc1ccc(F)cc1-c1cc(C(=O)Nc2ccc(OC)c(OC)c2)[nH]n1 | 10 | -4 | -14 | . | -25 | 3 | -1 | 1 | 4 | 20 | . |
| O=C(OCCc1cc2ccccc2c(=O)o1)c1ccc2c(c1)OCO2 | -73 | -7 | 3 | -9 | -50 | -31 | -7 | -28 | 19 | 2 | 8 |
| COc1ccc(C(=O)c2[nH]c(N)c(C(=O)NCCc3c[nH]c4ccccc34)c2-c2ccccc2Br)cc1 | -1 | . | . | . | 10 | . | 0 | 19 | -5 | 9 | . |
| O=C(O)c1ccc(CN2CCOCC2)o1 | -1 | -1 | 16 | -2 | -7 | -23 | 2 | 5 | -2 | 2 | 2 |
| O=C(N[C@@H](Cc1ccccc1)C(=O)CCl)OCc1ccccc1 | 0 | 43 | -6 | 56* | 43 | -5 | 12 | 38 | 8 | 5 | 7 |
| N#Cc1ccc(N2C(=O)[C@@H]3C(C(=O)C(c4ccccc4)c4ccccc4)=NN[C@@H]3C2=O)cc1 | 5 | 22 | 10 | 3 | -2 | -6 | -13 | 12 | -3 | 1 | 1 |
| Cn1cc(C(=O)Nc2ccc(Cl)cc2)c(C(F)(F)F)n1 | 7 | -9 | -11 | 6 | -1 | -21 | -8 | -10 | -7 | 12 | 1 |
| CC(C)(C)NC(=O)CN(Cc1cccs1)C(=O)CCN1CCc2ccccc21 | 6 | 9 | 2 | 9 | 4 | -2 | -4 | -5 | -6 | 2 | 4 |
| COC(=O)c1sccc1NC(=O)C1C2C=CC(O2)C1C(=O)O (stereo not drawn) | -14 | -16 | 13 | -1 | -6 | -6 | -1 | -2 | 3 | -8 | 10 |
| CC(NC(=O)c1cccnc1)C(c1cccs1)N1CCN(C)CC1 (stereo not drawn) | -12 | 12 | -2 | -5 | -10 | -2 | 18 | 6 | 6 | -5 | 12 |
